Screening results deposited in PubChem BioAssay by National Center for Advancing Translational Sciences (NCATS).
DRD3 antagonist – D3 dopamine receptor (human) antagonism. P35462. D3R cells, DiscoveRx beta-arrestin luminescence, antagonist mode; stronger effect = lower value. max response, negative = inhibition, %. 360,000 compounds, 2.5% hits; in the data active = max response below about -50%; inconclusive = no clear call, values can overlap the other calls; also: % is scaled to controls: 0 for no effect and ±100 for the full control effect; mostly tested at two doses, the higher about 12 µM
Target sequence (P35462 whole entry, looked up): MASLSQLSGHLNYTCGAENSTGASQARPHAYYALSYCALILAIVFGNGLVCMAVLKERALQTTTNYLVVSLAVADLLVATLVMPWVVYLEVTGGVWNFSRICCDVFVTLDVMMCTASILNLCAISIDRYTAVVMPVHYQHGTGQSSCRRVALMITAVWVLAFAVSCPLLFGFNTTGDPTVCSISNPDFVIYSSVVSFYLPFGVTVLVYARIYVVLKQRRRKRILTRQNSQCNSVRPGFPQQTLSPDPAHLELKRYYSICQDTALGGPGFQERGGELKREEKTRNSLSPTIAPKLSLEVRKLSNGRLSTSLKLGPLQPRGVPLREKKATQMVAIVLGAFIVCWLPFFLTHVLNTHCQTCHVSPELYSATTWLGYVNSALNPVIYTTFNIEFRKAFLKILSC
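Cells expressing the human receptor were seeded at 1500 cells/well, incubated overnight at 37 degrees C in 5% CO2, then exposed to library compounds with dopamine controls for 90 minutes at 37 degrees C before luminescent detection.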
HEK293 tox – cytotoxicity counter-screen for GLP-1 receptor inverse agonists | HEK293 cAMP-luciferase reporter cells, luminescence, 24 h | Potency, µM (doses to about 38.3 µM), for inactives: at the highest dose activity change, negative = inhibition, most hits filed as inhibitors | 410,000 compounds, 0.13% hits;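 also: loss of luciferase light is scored as toxicity; potency is read from the fitted curve at half-maximal effect; % is scaled to controls: 0 for no effect and ±100 for the full control effect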
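Here, cytotoxicity is scored as loss of luminescence. The MLSMR collection was tested on cells seeded in medium containing 10% Nu serum, with a 24 hr compound exposure preceded by 12 hours of culture.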
PLK1 PBD block – inhibitors of human PLK1 polo-box domain binding | Potency, µM, for the others: max response, negative = inhibition, usual class: inhibitors | AID 720504 | 360,000 compounds, 2.8% hits | Plk1 PBD binding of FITC phosphopeptide, fluorescence polarization; also: potency is read from the fitted curve at half-maximal effect; series mostly up to about 57 µM; % is scaled to controls: 0 for no effect and ±100 for the full control effect; nearly all actives have a fitted effect of over 65% in size
GLP1R ag – GLP-1 receptor (human) agonism; P43220; HEK293 GLP-1R CRE-luciferase, luminescence, 4-6 h; cells express a hypersensitive GLP-1R form; Potency, µM (top dose mostly 45.6 µM), for the others: at the top dose activation, hits mostly activators; 380,000 compounds, 0.007% hits; AID 624172; also: potency is read from the fitted curve at half-maximal effect; % of control where 0% means no effect
Target sequence (P43220 whole entry, looked up): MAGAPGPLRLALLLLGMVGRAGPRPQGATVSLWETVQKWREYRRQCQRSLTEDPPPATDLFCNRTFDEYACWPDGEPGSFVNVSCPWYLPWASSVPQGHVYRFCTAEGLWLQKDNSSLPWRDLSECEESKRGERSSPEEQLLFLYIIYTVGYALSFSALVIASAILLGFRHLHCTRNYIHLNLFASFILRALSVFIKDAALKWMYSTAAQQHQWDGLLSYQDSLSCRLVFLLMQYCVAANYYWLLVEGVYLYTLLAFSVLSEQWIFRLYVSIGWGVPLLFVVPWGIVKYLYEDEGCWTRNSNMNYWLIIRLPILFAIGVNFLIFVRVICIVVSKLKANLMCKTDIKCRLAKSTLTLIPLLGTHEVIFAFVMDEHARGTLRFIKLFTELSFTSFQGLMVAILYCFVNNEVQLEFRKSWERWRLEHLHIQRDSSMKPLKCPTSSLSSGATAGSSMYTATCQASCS
DRD3 agonist – D3 dopamine receptor (human) agonism; max activation, %; 410,000 compounds, 0.58% hits; D3R DiscoveRx beta-arrestin cells, luminescence, 90 min; in the data active = max activation above about 30%; also: 0% is about no effect; mostly tested at two doses, the higher about 12 µM
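Agonist mode: compounds and dopamine controls were applied to plated cells for 90 min at 37 degrees C after an overnight attachment at 1500 cells/well. Luminescent read-out followed 30 - 60 minutes at room temperature with DiscoveRx detection reagent.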
IL-2 act – IL-2 activation. IL-2 activation reporter assay, cell-based qHTS; stimulated with anti-CD3/CD4/CD28 beads; in transgenic mouse T cells. activation, % (series mostly up to about 46 µM). 360,000 compounds, 0.065% hits. AID 652025; in the data active = activation above about 50%; inconclusive = mostly about 30% to 49%; also: 0% is about no effect
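Unstimulated transgenic mouse T cells, 750 per well, received compound and, after 60 minutes, anti-CD3/anti-CD4 bead plus anti-CD28 stimulation. EGFP and DsRed were quantified after 18 hours.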
GLP1R inv ag – acts as inverse agonist at human GLP-1 receptor. P43220. 410,000 compounds, 1.6% hits. Potency, µM (highest dose often 38.3 µM), inactives show at the highest dose activity change, negative = inhibition, actives largely listed as inhibitors. HEK293 GLP-1R CRE-luciferase, luminescence, 24 h; GLP-1R form is constitutively active; also: potency is read from the fitted curve at half-maximal effect; % is scaled to controls: 0 for no effect and ±100 for the full control effect; nearly all actives have a fitted effect of over 55% in size
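Inverse agonists were sought by their lowering of basal cAMP reporter luciferase output in HEK293 cells stably carrying constitutively active human GLP-1R, after 24 h compound treatment.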
WRN inhibitor – WRN helicase (human) inhibition; WRN helicase unwinding, fluorescent forked duplex, kinetic; Potency, µM (series often up to 114 µM), for inactives: at the top dose activity change, negative = inhibition, most hits filed as inhibitors; 360,000 compounds, 0.46% hits; AID 651768; also: potency is read from the fitted curve at half-maximal effect; % is scaled to controls: 0 for no effect and ±100 for the full control effect; nearly all actives have a fitted effect of over 55% in size
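Fluorescence dequenching readout, ex 525 nm/em 598 nm, kinetic mode: forked duplex DNA (100 nM final) with adjacent fluorophore and quencher unwound by WRN (20 nM final) with 2 mM ATP. Compound preincubation 15 min, room temperature.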
PI5P4K alpha inh – PI5P4K alpha (human) kinase inhibition; P48426; PI5P4Kalpha enzyme, ADP-Glo luminescence, 60 min; stronger effect = lower value; max response, %; 330,000 compounds, 1.2% hits; AID 652105; active = max response of -50% or lower; inconclusive = between -30% and -50%; inactive = -30% or higher; also: value at the top dose of about 77 µM; % is scaled to controls: 0 for no effect and ±100 for the full control effect
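Human PI5P4Kalpha with substrate in 0.038 M HEPES pH 7.4, 0.28 mM EGTA, 0.1% CHAPS, 5% DMSO; reaction started with 5 microM ATP (final), 60 min at room temperature. ADP formed read by ADP-Glo luminescence.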
Starred values were filed as active, the others as inactive; ? = inconclusive; . = not tested or not shown; & = joins results of further samples; [ ] = another dose, or the depositor's remark. Unless noted, calls follow the shape of the dose curve; as a rule, active = well fitted curve in the direction sought with a large enough effect; inconclusive = small, poorly fitted or top-dose-only effect, or another doubt; inactive = no such curve, though single readings can be large; an effect the other way counts as inactive or inconclusive.

Every second line gives: DRD3 antagonist	HEK293 tox	PLK1 PBD block	GLP1R ag	DRD3 agonist	IL-2 act	GLP1R inv ag	WRN inhibitor	PI5P4K alpha inh
Cc1ccc(-n2nc(C)c3c(-c4cccs4)c(C#N)c(N)nc32)cc1
 : -8.9	24.3%	5.3%	5.4%	-0.2	6.2	-3.6%	-10.0%	.
COc1cccc(/C=N/NC(=O)CNC(=O)COc2cccc(C)c2)c1O
 : 18.3	-11.5%	0.6%	10.3%	5.5	0.5	?	-16.2%	3.9
COc1ccc(C2CC(=O)C(C=NCCN3CCN(C(C)=O)CC3)=C(O)C2)cc1 (stereo not given)
 : 47.1	11.6%	-10.3%	-1.3%	7.4	-1.7	0.0%	-11.6%	.
CN(CC(=O)Nc1ccccc1Cl)CC(=O)Nc1sc2c(c1C(N)=O)CCC2
 : 5.2	-29.4%	?	20.9%	1.7	-3.3	?	-26.8%	-7.7
C=CCNC(=O)c1cc2c(=O)c3ccccc3oc2nc1C
 : 0.3	-3.9%	-7.8%	8.6%	-2.8	0.5	6.1%	-4.3%	-3.2
Cc1cc(C(=O)CN2C(=O)NC(C)(c3ccc(F)c(F)c3)C2=O)c(C)n1C1CC1 (stereo not given)
 : 8.4	-2.2%	2.0%	-8.6%	3.9	-1.5	?	6.8%	-6.6
CC1(C)CC(=O)C2=C(C1)N(c1cccc(Cl)c1)C(=O)NC2(C(F)(F)F)C(F)(F)F
 : 1.3	0.0%	-11.1%	5.8%	-0.8	-1.6	0.0%	-27.0%	5.7
CCc1c(C)[nH]c2nc3ccccc3n2c1=O
 : -9.0	2.5%	-3.6%	-0.5%	1.5	-0.1	0.0%	-7.0%	-0.1
Cc1cccc(NC(=S)NC(=O)CC2CC(C)(C)OC2=O)c1 (stereo not given)
 : 6.8	1.4%	-5.8%	10.6%	-0.7	-2.8	9.2%	7.3%	2.2
Cc1cc(NC(=O)CSCC(=O)OCc2nnc(-c3ccc(F)cc3)o2)no1
 : 24.0	-10.7%	1.1%	-2.0%	0.7	2.0	-0.3%	-11.4%	3.2
Nc1cc(Cl)c(N)cc1Cl
 : 18.1	2.9%	-4.3%	23.8%	0.2	-0.1	0.0%	4.7%	.
CC(=O)Oc1cc2oc(=O)cc(C)c2cc1OC(C)=O
 : 19.7	384.7%[activator]	-13.9%	-4.7%	1.4	-0.8	2.1%	4.8%	.
Cc1c(C(=O)Nc2cccc([N+](=O)[O-])c2)cnn1-c1ccccc1
 : ?	-17.8%	-20.4%	-3.5%	-2.7	-1.0	?	-3.5%	3.1
CC(=O)Nc1sc(NC(=O)c2ccco2)nc1-c1cccs1
 : -7.4	-7.5%	-11.3%	5.5%	2.5	0.9	23.9%	-4.4%	-17.2
O=C(CN1CCCC1)N1c2ccccc2Sc2ccc(Cl)cc21
 : -11.0	4.3%	-4.2%	2.7%	1.4	1.1	-28.9%	-5.4%	-3.7
O=C(COC(=O)C1(c2ccccc2)CC1)NNC(=O)c1ccccc1
 : 5.7	-7.8%	-9.0%	2.9%	4.0	1.8	21.5%	0.5%	4.2
O=C(Nc1ccnc(-c2ccncc2)n1)c1ccc(Cl)cc1
 : 4.1	-0.7%	-3.3%	-4.8%	-1.2	-0.2	15.7%	-1.4%	0.9
O=C(NC(=S)Nc1ccc(N2CCCCC2)c(Cl)c1)c1cccs1
 : ?	2.82µM*	-2.9%	-3.5%	-15.3	-3.9	0.0%	-11.6%	15.2
CC1CCCC(C)N1C(=O)c1ccc(S(=O)(=O)NCc2ccco2)cc1 (stereo not given)
 : 20.8	-36.8%	3.7%	-2.6%	25.1	-4.1	-9.1%	1.8%	-3.7
CN(C(=O)c1ccc(NC(=O)Cc2cccc(NC(=O)C3CCCN(C(=O)CCc4ccccc4)C3)c2)cc1)C1CC1 (stereo not given)
 : 23.1	5.4%	-4.8%	5.7%	10.9	-0.6	-12.0%	-3.2%	-2.2
COC(=O)[C@]12CCCCC=C1N(CCC1=CCCCC1)C(=O)[C@H](CC(=O)NCc1ccc(C)o1)C2
 : -23.7	3.1%	-9.1%	4.0%	-6.4	-0.7	?	-1.5%	?
Cc1ccc2nsnc2c1S(=O)(=O)NCc1cccnc1
 : 30.0	?	-2.1%	-4.0%	2.8	-0.7	-9.1%	4.0%	12.8
CCN1CCN(CCCOc2ccc(Cl)cc2Br)CC1
 : ?	-7.5%	-0.2%	-1.0%	-10.7	3.1	-67.3%	0.3%	-1.1
S=c1[nH]c(-c2ccccc2)cn1/N=C/c1ccccc1Br
 : ?	1.0%[0.307 µM]	-17.3%	-1.6%	-2.7	-0.3	2.8%[0.307 µM]	-12.5%	-7.0
Cc1ccc(-c2csc(NC(=O)c3c(C)noc3C)n2)s1
 : 81.1	-15.2%	-8.2%	0.9%	-0.5	-0.6	?	-2.8%	-2.0
COc1ccc(C)cc1NC(=O)CN(C)S(=O)(=O)c1ccc2c(c1)CCCN2C(C)=O
 : 20.6	-0.9%&2.9%	2.8%	-1.4%	-11.5&6.2	-3.3	40.1%&1.2%[activator]	9.5%	-0.3
CC(C)C(OC(=O)CN1C(=O)COc2ccccc21)C(=O)NC1CCCC1 (stereo not given)
 : 18.2	3.3%	0.9%	3.1%	7.1	-2.0	1.3%	-2.2%	.
O=C(N/C(=C/c1cn(-c2ccccc2)nc1-c1ccccc1)C(=O)N1CCOCC1)c1ccc(Cl)cc1Cl
 : 17.4	-11.3%	-16.1%	6.2%	-8.1	-2.4	21.4%	-31.1%[57.1 µM]	2.2
CCCCCNc1nc(N2CCCC2)c2c(c1C#N)CCN(C)C2
 : -65.5*	-29.0%	-14.2%	1.0%	1.4	-3.9	?	0.8%[57.1 µM]	-0.7
O=C(c1cccc(Br)c1)N1CCN(C(=O)c2cccc(Br)c2)CC1
 : 13.9	-13.9%	-1.0%	-8.5%	1.0	-0.4	?	5.7%	-4.8

Copied from the list:
Value for `S=c1[nH]c(-c2ccccc2)cn1/N=C/c1ccccc1Br` under PI5P4K alpha inh: -7.0
Value for `CC1CCCC(C)N1C(=O)c1ccc(S(=O)(=O)NCc2ccco2)cc1` (stereo not given) under WRN inhibitor: 1.8%

Further structures:
Every second line gives: DRD3 antagonist	HEK293 tox	PLK1 PBD block	GLP1R ag	DRD3 agonist	IL-2 act	GLP1R inv ag	WRN inhibitor	PI5P4K alpha inh
Cc1c(NC(=O)COC(=O)C23CC4CC(CC(O)(C4)C2)C3)c(=O)n(-c2ccccc2)n1C
 : -15.3	6.2%	-13.1%	-0.5%	-7.3	5.9	-3.5%	2.7%	-0.7
COc1ccc(S(=O)(=O)NCC2CCC(C(=O)NCCCN3CCCC3=O)CC2)cc1 (stereo not given)
 : -4.8	0.5%	-12.1%	-0.9%	0.3	-1.8	2.3%	5.6%	3.9
NCCNC(=O)Cn1c(=O)c2c3c(sc2n(Cc2ccccc2)c1=O)CCCC3
 : ?	-4.1%	-4.7%	10.2%	-1.6	-2.8	?	15.7%	-5.5
N#Cc1ccc(N2CCOCC2)c([N+](=O)[O-])c1
 : 3.5	7.9%	15µM*	9.1%	-3.1	3.9	13.9%	6.9%	-25.9
NC(N)=NC(N)=Nc1cccc(Cl)c1
 : 2.3	-8.4%	-5.2%	15.5%	11.9	0.7	-6.7%	4.2%	1.3
CN(C)S(=O)(=O)N(CC(=O)Nc1ccc(F)c(F)c1)c1ccccc1
 : ?	-6.2%	-7.9%	2.6%	2.4	-1.2	0.0%	-11.4%	.
COc1ccccc1CN(CC(=O)NCc1ccco1)C(=O)CNS(=O)(=O)c1ccccc1
 : -8.8	-3.0%	-11.5%	-1.6%	5.9	-2.2	-14.7%	-16.9%[57.1 µM]	-17.3
Cc1cccc(N=C2NC(=O)CS2)c1C
 : 30.6	-0.6%	-4.5%	0.7%	4.4	-2.7	0.0%	-4.4%	.
Cc1ccc(C)c(NC(=O)CSc2nnc(CNC(=O)c3ccco3)n2C)c1
 : 4.6	-1.9%	-5.6%	2.8%	-0.6	-0.4	11.8%	-0.1%	3.4
Cc1nc2ccccc2n1S(=O)(=O)c1cc(C(=O)O)ccc1Cl
 : 3.7	-26.9%	-6.3%	-0.9%	5.2	-0.7	8.0%	-3.6%	-1.4
COc1cc(/C=N/NC(=O)c2ccc(N(C)S(=O)(=O)c3ccccc3)cc2)cc(OC)c1OC
 : 7.7	-14.7%	-6.8%	-9.6%	4.7	0.3	-16.9%	-14.5%	-0.1
O=C(COC(=O)c1ccc(C(F)(F)F)cc1)NC(=O)NC1CCCC1
 : -14.6	-1.2%	-3.2%	-5.2%	-5.2	-0.2	1.4%	-1.6%	2.9
Cc1cccc(CC(Cc2nc3ccccc3[nH]2)c2nc3ccccc3[nH]2)c1 (stereo not given)
 : ?	-12.1%	-6.7%	-40.8%[inhibitor]	-16.3	-0.3	?	-3.8%	1.0
Cc1ccccc1-n1ncc(C(C)NC(=O)c2ccccc2)c1C (stereo not given)
 : 3.5	1.4%	0.1%	-3.1%	0.8	-0.2	-18.4%	-1.5%	7.1
Cc1ccc(OCC(O)CN2CCOCC2)c(C)c1 (stereo not given)
 : 8.8	1.5%	-6.5%	-7.2%	7.5	0.4	-16.8%	2.9%	1.0
CC(C)C(=O)NC(c1cccs1)c1cc([N+](=O)[O-])c2cccnc2c1O (stereo not given)
 : ?	-14.0%	-25.5%	-15.5%	-13.1	0.3	16.3%	-14.4%	-83.6*
CCn1ncc(CN2CCCC(C(=O)c3cccc(OC(C)C)c3)C2)c1C (stereo not given)
 : -18.5	3.8%	?	1.9%	-7.3	0.0	?	3.0%	1.9
CCOC(=O)c1c(C)nc2c(c1-c1ccc(OC)cc1)C(=O)CC(C)(C)C2
 : 147.1	-3.6%	-0.3%	4.1%	1.8	-0.2	?	-17.1%	-3.5
CN(C)S(=O)(=O)c1ccc(C(=O)OCC(=O)c2ccc3c(c2)NC(=O)CO3)cc1
 : 2.4	8.9%	-1.3%	21.2%	2.4	2.7	7.1%	-26.3%	-0.7
C=CCc1c(C)nc(-c2ccccc2)nc1Nc1ccccc1O
 : -4.9	-13.5%	-8.8%	?	-0.8	0.4	?	-10.1%	6.0
